DRD3 agonist – agonists of human D3 dopamine receptor; D3R DiscoveRx beta-arrestin cells, luminescence, 90 min; max activation, %; 0.58% of 410,000 active; in the data active = max activation above about 30%; also: 0% is about no effect; mostly tested at two doses, the higher about 12 µM
Target sequence (P35462 whole entry, looked up): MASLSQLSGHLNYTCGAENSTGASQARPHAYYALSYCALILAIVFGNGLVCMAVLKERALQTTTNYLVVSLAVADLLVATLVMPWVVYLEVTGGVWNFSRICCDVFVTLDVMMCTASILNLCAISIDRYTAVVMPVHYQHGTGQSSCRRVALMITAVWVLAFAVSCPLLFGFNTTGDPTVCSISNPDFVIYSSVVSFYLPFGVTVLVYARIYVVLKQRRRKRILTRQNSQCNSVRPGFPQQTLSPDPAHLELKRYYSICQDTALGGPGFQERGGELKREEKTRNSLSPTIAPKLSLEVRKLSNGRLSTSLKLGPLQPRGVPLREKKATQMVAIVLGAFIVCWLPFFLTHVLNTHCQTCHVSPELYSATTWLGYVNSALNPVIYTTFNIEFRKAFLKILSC
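Agonist-mode cell screen: cells plated at 1500/well and incubated overnight at 37 °C, then exposed to library compounds for 90 min at 37 °C. Detection reagent was added for 30–60 min at room temperature, and luminescence was read.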
PLK1 PBD block – inhibitors of human PLK1 polo-box domain binding. P53350. Plk1 PBD binding of FITC phosphopeptide, fluorescence polarization. Potency, µM, for the others: max response, negative = inhibition, most hits filed as inhibitors. 2.8% of 360,000 active. AID 720504; also: potency is read from the fitted curve at half-maximal effect; series mostly up to about 57 µM; % is scaled to controls: 0 for no effect and ±100 for the full control effect; nearly all actives have a fitted effect of over 65% in size
GLP1R ag – GLP-1 receptor (human) agonism; HEK293 GLP-1R CRE-luciferase, luminescence, 4-6 h; cells express a hypersensitive GLP-1R form; Potency, µM (doses to about 45.6 µM), without a hit: at the top dose activation, most hits filed as activators; 0.007% of 380,000 active; AID 624172; also: potency is read from the fitted curve at half-maximal effect; % of control where 0% means no effect
Target sequence (P43220 whole entry, looked up): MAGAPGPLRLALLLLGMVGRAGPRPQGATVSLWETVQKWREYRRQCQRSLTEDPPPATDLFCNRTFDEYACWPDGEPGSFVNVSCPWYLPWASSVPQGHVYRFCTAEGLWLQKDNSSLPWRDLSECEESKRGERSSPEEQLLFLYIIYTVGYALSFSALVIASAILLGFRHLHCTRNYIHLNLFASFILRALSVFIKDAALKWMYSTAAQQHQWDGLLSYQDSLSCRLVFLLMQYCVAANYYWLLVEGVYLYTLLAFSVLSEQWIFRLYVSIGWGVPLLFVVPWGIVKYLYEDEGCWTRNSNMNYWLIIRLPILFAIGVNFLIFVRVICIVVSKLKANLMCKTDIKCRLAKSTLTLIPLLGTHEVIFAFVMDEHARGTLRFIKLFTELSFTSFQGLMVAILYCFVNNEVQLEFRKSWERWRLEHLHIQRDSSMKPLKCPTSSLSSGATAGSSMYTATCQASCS
GLP1R cytotox – cytotoxic in the GLP-1 receptor inverse agonist counter-screen. Potency, µM (highest dose often 38.3 µM), for inactives: at the top dose activity change, negative = inhibition, most hits filed as inhibitors. AID 624418. HEK293 cAMP-luciferase reporter cells, luminescence, 24 h. 0.13% of 410,000 active;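 also: loss of luciferase light is scored as toxicity; potency is read from the fitted curve at half-maximal effect; % is scaled to controls: 0 for no effect and ±100 for the full control effect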
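MLSMR compounds, 24 hr on cells at 37 deg C/5% CO2; luminescence after luciferase reagent (12 min RT). Inhibition counted as the undesired cytotoxic outcome.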
PI5P4K alpha inh – blocks human PI5P4K alpha kinase activity | PI5P4Kalpha enzyme, ADP-Glo luminescence, 60 min; stronger effect = lower value | max response, % | 1.2% of 330,000 active | AID 652105; active = max response of -50% or lower; inconclusive = between -30% and -50%; inactive = -30% or higher; also: value at the top dose of about 77 µM; % is scaled to controls: 0 for no effect and ±100 for the full control effect
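Human PI5P4Kalpha with substrate in 0.038 M HEPES pH 7.4, 0.28 mM EGTA, 0.1% CHAPS, 5% DMSO; reaction started with 5 microM ATP (final), 60 min at room temperature. ADP formed read by ADP-Glo luminescence.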
GLP-1R inv ag – GLP-1 receptor (human) inverse agonism | HEK293 GLP-1R CRE-luciferase, luminescence, 24 h; GLP-1R form is constitutively active | P43220 | 1.6% of 410,000 active | Potency, µM (doses to about 38.3 µM), for the others: at the top dose activity change, negative = inhibition, hits mostly inhibitors | AID 624417; also: potency is read from the fitted curve at half-maximal effect; % is scaled to controls: 0 for no effect and ±100 for the full control effect; nearly all actives have a fitted effect of over 55% in size
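Inverse agonism was detected as reduced cAMP-driven luciferase luminescence after 24 h compound treatment. The cells were HEK293 clones expressing constitutively active human GLP-1R with the reporter. Reporter-only and GPR119 cell lines served as counterscreen controls.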
IL2 activator – activators of IL-2; IL-2 activation reporter assay, cell-based qHTS; stimulated with anti-CD3/CD4/CD28 beads; in transgenic mouse T cells; activation, % (series mostly up to about 46 µM); 0.065% of 360,000 active; in the data active = activation above about 50%; inconclusive = mostly about 30% to 49%; also: 0% is about no effect
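Readout: EGFP and DsRed signals by fluorescent plate cytometry. Unstimulated transgenic mouse T cells received compound 60 min before antibody-bead stimulation, then incubated 18 h at 37 degrees C.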
WRN inhibitor – blocks human WRN helicase | WRN helicase unwinding, fluorescent forked duplex, kinetic | Potency, µM (highest dose often 114 µM), for the others: at the highest dose activity change, negative = inhibition, usual class: inhibitors | 0.46% of 360,000 active; also: potency is read from the fitted curve at half-maximal effect; % is scaled to controls: 0 for no effect and ±100 for the full control effect; nearly all actives have a fitted effect of over 55% in size
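Enzyme (20 nM final) and test compound sit together 15 min at room temperature before substrate addition. Substrate is a single-forked duplex oligonucleotide (100 nM) labelled with fluorophore and quencher, with 2 mM ATP; helicase unwinding raises red fluorescence, read kinetically.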
DRD3 antagonist – D3 dopamine receptor (human) antagonism. D3R cells, DiscoveRx beta-arrestin luminescence, antagonist mode; stronger effect = lower value. max response, negative = inhibition, %. 2.5% of 360,000 active. AID 652054; in the data active = max response below about -50%; inconclusive = no clear call, values can overlap the other calls; also: % is scaled to controls: 0 for no effect and ±100 for the full control effect; mostly tested at two doses, the higher about 12 µM
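Cells plated overnight at 1500 cells/well, then exposed to library compounds with dopamine controls for 90 minutes at 37 degrees C. DiscoveRx reagent added for 30–60 minutes at room temperature; luminescence read, quantitative HTS format.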
* hit, by the source's call; ? = inconclusive; / = not tested or not shown; [ ] = another dose, or the depositor's remark. Unless noted, calls follow the shape of the dose curve; as a rule, active = well fitted curve in the direction sought with a large enough effect; inconclusive = small, poorly fitted or top-dose-only effect, or another doubt; inactive = no such curve, though single readings can be large; an effect the other way counts as inactive or inconclusive. Hits appear at their usual frequency; any-hit rate near 7.8%.

SMILES	DRD3 agonist	PLK1 PBD block	GLP1R ag	GLP1R cytotox	PI5P4K alpha inh	GLP-1R inv ag	IL2 activator	WRN inhibitor	DRD3 antagonist
Cc1cccn2c(=O)c3cc(C#N)c(=NC(=O)c4cccs4)n(CC(C)C)c3nc12	2	-16%	0%	43%[activator]	1	44%[activator]	0.2	0%	2
COc1ccc(-c2cn3cccc(C)c3n2)cc1F	2	-6%	18%	17%	0	19%	5.1	-23%[57.1 µM]	-9
Cc1ccc(C(=O)CC2(O)C(=O)N(CN3CCOCC3)c3ccccc32)cc1 (stereo unspecified)	5	-2%	-10%	-10%	-2	-4%	-0.2	3%	-23
COc1ccc2oc(C(=O)OCC(=O)NC3CC3)c(C)c2c1	2	-7%	-1%	2%	7	16%	-0.2	5%	3
CCOCCCNC(=O)C(NC(=O)c1ccccc1O)c1ccccc1 (stereo unspecified)	-14	-24%	1%	-3%	-2	8%	-0.9	-6%	-3
O=C(CSc1n[nH]c(-c2cccnc2)n1)Nc1ccc([N+](=O)[O-])cc1Br	2	5%	11%	2%	-13	5%	1.0	-6%	-15
Cc1ccc(S(=O)(=O)Nc2ccc(F)c(F)c2O)cc1	1	3%	/	-11%	-1	-5%	0.6	-10%	23
O=C(NCc1ccc2c(c1)OCO2)c1ccc2c(c1)N(Cc1c(F)cccc1Cl)C(=O)CS2	2	13%	5%	7%[1.53 µM]	-1	?	-0.7	-27%[57.1 µM]	10
COc1cc(NC(=O)CN(c2ccc(C)cc2)S(=O)(=O)c2c(C)noc2C)cc(OC)c1	-4	-11%	3%	-1%	-9	?	-3.7	-10%	8
CCOc1ccc(CNC(=O)CCc2cn(Cc3ccccc3)c3ccccc23)cc1	-11	-3%	-1%	-2%	0	-33%	-3.7	-4%	-28
COc1cccc2c(SCC(=O)N/N=C/c3ccc(O)cc3O)cc(C)nc12	19	-12%	11%	-22%	0	?	-0.1	-24%	6
CNc1c(N=Cc2cccnc2)c(=O)n(C)c(=O)n1C	6	-4%	0%	2%	-4	16%	-0.5	-1%	15
CCOc1ccc(NC(=O)CN(C)C(=O)c2ccc3c(c2)S(=O)(=O)N=C2CCCCCN23)cc1OCC	1	4%	0%	2%	1	12%	0.6	5%	11
Cc1ccc(C)c(N2CCN(CC3CC=CCC3)CC2)c1 (stereo unspecified)	-29	1%	-5%	-8%	/	9%	-2.3	-9%	-73*
Clc1cccc(/C=N/N2CCN(Cc3ccccc3)CC2)c1	1	5%	20%	-25%	13	?	-1.2	3%	-13
COc1ccc(Cl)cc1-n1c(C)cc(C=O)c1C	0	-11%	-1%	58%[activator]	-8	5%	1.4	-23%	15
C[C@H]1CCC[C@]2(C)C[C@H]3OC(=O)C(CN4CCCCCC4)[C@H]3C=C12 (stereo partly specified)	-15	-3%	-7%	?	1	11µM*	-2.2	-9%	-13
CC(C)COC(=O)C(N)C(C(=O)OCC(C)C)c1ccccc1 (stereo unspecified)	5	-1%	-5%	4%	8	?	0.2	-3%	0
COC(=O)c1sccc1NC(=O)CC1C(=O)NCCN1C(=O)c1ccccc1 (stereo unspecified)	-1	-5%	13%	1%	-1	-1%	0.5	6%	42
CCOc1ccc(-c2cc(C)n3nc(C(=O)Nc4cc(Cl)ccc4O)cc3n2)cc1	8	/	-3%	1%	/	9%	/	/	/
Cc1cccc2[nH]c(SCC(=O)O)nc12	2	-5%	-7%	6%	-2	9%	4.9	2%	14
CN(c1ccccc1)S(=O)(=O)c1cccc(NC(=O)c2nn(C)c(=O)c3ccccc23)c1	14	-1%	0%	-6%	11	?	-1.0	-11%	76
Cc1cc(NC(=O)COC(=O)[C@@H](NS(=O)(=O)c2ccccc2)C(C)C)no1	-9	-1%	12%	1%	1	-8%	1.2	-6%	6
O=C(Cc1ccccc1)c1nc2ccccc2s1	-1	-11%	4%	-1%	2	-4%	-1.9	-20%	?
CCOc1cc(CN2CCOCC2)cc(C(C)=O)c1	-14	-7%	-1%	-9%	4	34%[activator]	0.9	8%	27
Cc1ncoc1C(=O)N1CCCC(C(=O)c2cccc(C(F)(F)F)c2)C1 (stereo unspecified)	1	-7%	11%	-7%	3	?	-1.9	-2%	8
CCn1c(=O)c2ccccc2n2c(SCC(N)=O)nnc12	2	4%	10%	1%	2	29%	-1.2	11%	-7
Cc1cc(NC(=O)CCCn2cc([N+](=O)[O-])cn2)n(Cc2ccc(F)cc2)n1	-5	-10%	6%	3%	-68*	-4%	-1.4	3%[11.6 µM]	-2
O=C(CSCc1cccc(Br)c1)NC1CC1	3	-6%	-4%	-13%	-3	-15%	-0.4	1%	9
CCC1CCc2sc(C(=O)NNC(=S)NCC3CCCO3)cc2C1 (stereo unspecified)	1	?	-5%	3%	-1	-14%	1.8	6%	-3
CCCCCCCCC#Cc1nc(C)ccc1OC	65*	0%	4%	-1%	3	?	-0.5	1%	15
CC(=O)c1c(C)nc(-c2ccc(Cl)cc2)nc1N	11	-18%	28%	-5%	0	2%	1.3	1%	3
c1ccc(-c2nnc(-c3ccccn3)nc2NC2CCCCC2)cc1	-5	0%	-4%	?	0	-25%	2.2	-6%	-14
Cc1ccc(Oc2ncnc(N)c2[N+](=O)[O-])cc1C	-7	3%	-2%	-29%	-7	?	0.4	6%	8
CC(C)C(N)c1csc(Nc2nncc3ccccc23)n1 (stereo unspecified)	3	-8%	9%	?	8	4%	-0.5	4%[57.1 µM]	6
CC(=O)c1c(O)c2cccc3c2n(c1=O)CCC3	-2	-7%	-3%	-4%	-9	-1%	0.9	-10%	13
O=C(Nc1cc(Cl)ccc1-n1cncn1)c1cc(F)cc(F)c1	11	-1%	1%	0%	4	8%	0.4	-3%	4
Cc1cc(/C=N/n2cnnc2)c(C)n1-c1cccc(C(=O)O)c1	5	2%	0%	-4%	/	2%	-1.8	-4%	17
COC(=O)c1c(NC(=O)c2cccnc2)sc(C)c1C	7	-9%	5%	16%	-5	10%	0.0	-10%	10
Cc1ccnc(NC(=O)Cc2ccc(F)cc2)n1	-7	3%	2%	0%	4	3%	0.4	-1%	3
CS(=O)(=O)c1ccc(NC(=O)c2ccccc2-n2cnnn2)cc1	1	0%	-8%	2%	2	3%	0.6	4%	3
O=C1CN(C(=O)COC(=O)C2CCN(S(=O)(=O)c3ccccc3C(F)(F)F)CC2)c2ccccc2N1	0	-10%	3%	0%	/	-10%	-1.1	1%	-11
Cc1ccc(C)c(NC(=O)NNC(=O)c2ccc3ccccc3c2O)c1	20	-7%	1%	-6%	1	19%	-3.1	-13%	5
Cc1ccc(NC(=O)Cn2cnc3cc([N+](=O)[O-])ccc3c2=O)c(Cl)c1	-26	-1%	8%	-10%	-1	-16%	0.2	-6%	4
COc1ccc(-c2csc3ncnc(Oc4cccc5ccc(C)nc45)c23)cc1	6	-3%	-2%	-5%	-2	10µM*	-4.8	-6%	9
CC1Cc2nc(SCC(=O)N3CCOCC3)n(C)c(=O)c2S1 (stereo unspecified)	-10	-14%	1%	10%	0	10%	0.3	-18%	-22
CCN(CC)S(=O)(=O)c1ccc(Cl)c(C(=O)OCC(=O)c2c(N)n(C)c(=O)n(C)c2=O)c1	6	-14%	29%	0%	0	3%	-4.4	-15%	4
CCCCc1ccc(S(=O)(=O)N2CCN(C(=O)c3ccco3)CC2)cc1	-1	-7%	8%	-1%	7	?	1.0	-14%	-27
CCc1ccn2cc(-c3ccc4c(c3)OCO4)nc2c1	-5	4%	-3%	-7%	-7	?	-1.5	-8%	0
CC(CNC(=O)c1cc(COc2c(F)cccc2F)on1)Oc1cccnc1 (stereo unspecified)	9	3%	9%	3%	-6	?	1.7	-1%	24
Cc1ccc(C(NC(=O)C2CCCCC2)c2c(O)ccc3ccccc23)cc1 (stereo unspecified)	4	4%	-26%	?	-2	4.5µM*	-0.8	-2%	3
CCn1c(=O)c2cc(C(=O)Nc3cc(C)on3)sc2c2ccccc21	-1	-8%	-1%	3%	-3	10%	1.0	3%	0
CCC(C(=O)NC1CCCC1)n1c2ccccc2c2nc(=O)cc(C)n21 (stereo unspecified)	-4	-7%	0%	-1%	-7	17%	-0.1	10%	6
O=C(NCC1CCCO1)c1ccc(CS(=O)(=O)c2ccc(Br)cc2)o1 (stereo unspecified)	-2	-7%	-1%	-9%	1	9%	-1.6	-14%	8
COc1ccc([N+](=O)[O-])cc1NC(=O)CCN1CCN(C)CC1	-7	-2%	2%	-5%	-1	9%	4.9	-7%	5
Cc1ccc(S(=O)(=O)N2CCCC(N3CCOCC3)C2)cc1Cl (stereo unspecified)	4	3%	9%	0%	4	-9%	2.5	-1%	6
CCOc1ccc(S(=O)(=O)Nc2ccc(C(=O)N3CCCC3)cc2)cc1C(N)=O	3	4%	-3%	18%	7	7%	-0.7	-2%	7
COC(=O)c1ccc(CNC(=O)Cn2cnc3c(SC)nc(N)nc32)cc1	-22	-15%	4%	1%	0	-4%	0.1	-2%	-16
Nc1ccc(C(=O)Nc2ccc(NC(=O)c3ccco3)c(O)c2)cc1	0	1%	-5%	4%	-7	18%	-0.3	8%	7
COc1cccc(-c2nc(CS(=O)(=O)CC(=O)NCc3ccccc3)c(C)o2)c1	4	-1%	-7%	2%	6	-17%	-0.3	0%	14

By substructure: the entries above with a COOH group
SMILES	DRD3 agonist	PLK1 PBD block	GLP1R ag	GLP1R cytotox	PI5P4K alpha inh	GLP-1R inv ag	IL2 activator	WRN inhibitor	DRD3 antagonist
Cc1cccc2[nH]c(SCC(=O)O)nc12	2	-5%	-7%	6%	-2	9%	4.9	2%	14
Cc1cc(/C=N/n2cnnc2)c(C)n1-c1cccc(C(=O)O)c1	5	2%	0%	-4%	/	2%	-1.8	-4%	17
